High-throughput results deposited in PubChem BioAssay by several laboratories.
Scp-1 inhibitor: Scp-1 (human) phosphatase inhibition; Q9GZU7; inhibition, % at 20 µM; hit rate 0.88% among 340,000; Recombinant Scp1, phosphopeptide, malachite green phosphate absorbance;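 active = inhibition above about 50% at 20 µM, limit read from the data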;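 also: plate controls were DMSO wells with enzyme for no effect and wells lacking enzyme for full effect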
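Material: truncated SCP-1 phosphatase (76-261aa) / Buffer or medium: 50 mM Tris acetate pH 5.5, 0.005% Tween-20, 10 mM MgCl2 / Compound dosing: one concentration, 20 µM, with 1.0% DMSO / Incubation: 45 min room-temperature reaction, 5 min colour, 30 min stabiliser / Detection: colorimetric free-phosphate detection, absorbance 630 nm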
LMPTP inh: blocks human LMPTP phosphatase. recombinant LMPTP-A, OMFP fluorogenic substrate, fluorescence intensity. inhibition, % at 20 µM. hit rate 0.22% among 360,000. AID 651560;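 active = compounds that cut the enzyme signal by at least half of the control window in the single-dose screen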;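 also: plate controls were DMSO wells with enzyme plus substrate for no effect and substrate without enzyme for full effect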
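Assay system: LMPTP-A, protein tyrosine phosphatase of low molecular weight / Medium: pH 6.0 Bis-Tris buffer with DTT and Triton X-100 / Schedule: 50 min enzyme reaction at room temperature, protected from light / Measured by: endpoint fluorescence intensity from OMFP dephosphorylation / Read-out basis: % inhibition relative to no-enzyme and uninhibited control wells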
Rpn11 inh: inhibitors of human proteasome Rpn11 | O00487 | human 26S proteasome, Ub4-pepOG fluorescence polarization; 20S core pre-blocked with epoxomicin | calls only at 20 µM | hit rate 0.59% among 360,000 | AID 588493;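 active = inhibition at 20 µM, scaled to each plate's controls, above about 33%, limit read from the data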
SUMO1 PPI mod: SUMO1-SIM interaction modulation; inhibition, % at 20 µM; SUMO1 binding to a labelled peptide, TR-FRET, 1 h; P63165; hit rate 0.33% among 360,000; in the data active = inhibition above about 37%
CSN deneddyl inh: blocks human CSN-mediated cullin deneddylation | hit rate 0.38% among 360,000 | AID 651999 | inhibition, % at 12.5 µM | Purified CSN, SCF-Nedd8-OG deneddylation, fluorescence polarization | Q92905;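 active = pattern-corrected inhibition above about 35%, with an unprinted fluorescence ratio check between 0.5 and 1.5, limit read from the data, passing the limit was not always enough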;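 also: 0% = enzyme with substrate and 100% = substrate without enzyme; some results filed as inactive read as strong as hits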
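assay system = purified human Csn5 enzyme expressed in HEK293T cells | amount = 0.24 nM enzyme | buffer or medium = Tris/NaCl/DTT buffer, pH 7.5 | reagent = 10 nM SCFSkp2-Nedd8OG | compound = one concentration, 12.5 µM, 0.25% DMSO | times = 90 min reaction at room temperature | signal = FP | read-out basis = % inhibition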
TbMetRS inhib: blocks T. brucei methionyl-tRNA synthetase activity | purified T. brucei MetRS, ATP depletion, Kinase-Glo luminescence | inhibition, % at 11.9 µM | hit rate 0.4% among 360,000;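 active = inhibition above a per-plate cutoff of the control wells' mean inhibition plus 3 SD, cut at about 5.5% in these data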;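 also: 0% = DMSO wells median and 100% = median of wells with control inhibitor compound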
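Measured by: Kinase-Glo luciferase luminescence reporting remaining unconsumed ATP. Material: purified T. brucei MetRS enzyme. Doses: 11.9 µM compound single dose, 0.9% DMSO. Medium: HEPES buffer containing pyrophosphatase, BSA, spermine, DTT. Times: 15 min preincubation, 2 h reaction, all 25 °C. Reagent: methionine, ATP and bulk E. coli tRNA.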
DNMT1 inh: inhibitors of human DNMT1; DNMT1 molecular beacon, Hinp1I cleavage, fluorescence; hit rate 0.83% among 360,000; AID 588458; inhibition (reported as % activation of signal), % at 10 µM; in the data active = inhibition above about 50%
Target sequence (P26358 504-1616 limits assumed): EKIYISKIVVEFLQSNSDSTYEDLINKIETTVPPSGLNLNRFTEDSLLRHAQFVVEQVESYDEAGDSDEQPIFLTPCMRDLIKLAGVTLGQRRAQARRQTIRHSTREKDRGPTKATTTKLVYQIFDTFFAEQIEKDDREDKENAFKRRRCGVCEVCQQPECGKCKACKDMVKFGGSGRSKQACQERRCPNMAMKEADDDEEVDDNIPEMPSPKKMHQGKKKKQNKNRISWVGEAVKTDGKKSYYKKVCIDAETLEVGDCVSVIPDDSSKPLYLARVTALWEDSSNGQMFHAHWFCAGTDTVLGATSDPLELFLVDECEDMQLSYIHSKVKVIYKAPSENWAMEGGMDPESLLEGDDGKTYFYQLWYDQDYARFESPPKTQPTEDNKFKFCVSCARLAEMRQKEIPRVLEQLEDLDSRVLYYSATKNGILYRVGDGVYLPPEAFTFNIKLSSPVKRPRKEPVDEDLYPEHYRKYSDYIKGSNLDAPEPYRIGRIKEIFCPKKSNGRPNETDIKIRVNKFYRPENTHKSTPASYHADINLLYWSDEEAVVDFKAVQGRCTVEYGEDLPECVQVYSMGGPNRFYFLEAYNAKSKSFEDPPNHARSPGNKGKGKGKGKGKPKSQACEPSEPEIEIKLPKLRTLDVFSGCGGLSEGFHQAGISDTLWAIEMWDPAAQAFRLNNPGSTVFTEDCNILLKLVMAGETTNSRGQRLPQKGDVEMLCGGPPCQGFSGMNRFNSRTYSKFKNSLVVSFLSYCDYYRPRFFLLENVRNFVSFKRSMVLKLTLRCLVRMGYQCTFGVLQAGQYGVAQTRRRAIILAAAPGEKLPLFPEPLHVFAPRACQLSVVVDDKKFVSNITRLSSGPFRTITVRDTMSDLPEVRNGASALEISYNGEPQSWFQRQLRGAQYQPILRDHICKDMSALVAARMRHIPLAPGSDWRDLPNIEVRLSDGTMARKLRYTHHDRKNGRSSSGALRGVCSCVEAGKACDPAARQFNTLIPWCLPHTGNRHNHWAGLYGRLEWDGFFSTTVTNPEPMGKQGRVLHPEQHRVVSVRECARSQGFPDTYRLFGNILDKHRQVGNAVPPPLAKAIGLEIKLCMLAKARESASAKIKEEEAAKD
NadD block: blocks S. aureus nicotinate mononucleotide adenylyltransferase; purified NadD enzyme, colorimetric absorbance read-out; inhibition, % at 20 µM; hit rate 0.78% among 360,000; in the data active = inhibition above about 26%; also: some compounds past the cut are filed as inactive
STEP inh: blocks human striatal-enriched tyrosine phosphatase; recombinant STEP, OMFP fluorogenic substrate, fluorescence; inhibition, % at 20 µM; AID 588621; hit rate 0.25% among 360,000;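 active = inhibition at 20 µM, scaled per plate between control wells, above about 37%, limit read from the data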;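 also: 0% = DMSO with enzyme and substrate and 100% = substrate only without enzyme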
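Measure: Control-normalized % inhibition with plate pattern correction | Test system: STEP phosphatase, cell-free reaction | Medium: pH 6.0 Bis-Tris with DTT and Tween 20 | Technique: Fluorescence, 480/540 nm | Times: Reaction 20 min, ambient temperature | Doses: Single compound dose of 20 µM, 1% DMSO final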
MsrA inhibitor: inhibits bovine methionine sulfoxide reductase A | purified bovine MsrA, absorbance read-out | inhibition, % at 15.5 µM | hit rate 0.75% among 360,000; in the data active = inhibition above about 4.5%;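 also: 0% = vehicle wells with enzyme and 100% = reference inhibitor wells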
Active calls of the source: *; i = inactive; . = no result given; + = active, no number. No enrichment for hits. About 3.9% of those tested had a hit in this group.

SMILES	Scp-1 inhibitor	LMPTP inh	Rpn11 inh	SUMO1 PPI mod	CSN deneddyl inh	TbMetRS inhib	DNMT1 inh	NadD block	STEP inh	MsrA inhibitor
CC(C)(C)c1cc(CN(CCO)CCO)c(O)c(C(C)(C)C)c1	-4	1.3	i	0	2	-0.7	12	-5	0	0.5
O=c1c2cnn(-c3ccccc3)c2nc(-c2cccs2)n1-c1ccc(Cl)cc1	1	4.0	i	8	-5	-0.3	0	12	9	-1.3
COc1ccc(CN2CCNC(=O)C2CC(=O)N(C)Cc2nccn2C)cc1OC (configuration not stated)	21	-1.3	+	1	-4	-0.3	-7	-1	-1	0.8
COc1cccc(C2=Nn3c(nnc3-c3ccccc3O)SC2)c1	-4	0.1	i	6	5	-0.2	8	19	5	1.2
COc1ccc(-c2cc(=Nc3ccc(C(=O)O)cc3)c3cc(C)ccc3o2)cc1	11	-0.1	i	-1	-6	1.0	-4	2	4	2.6
CC[C@]12c3[nH]c4ccc(OC)cc4c3CCN1C(=O)C(CC(=O)NCCc1ccccn1)C[C@@H]2C(=O)N1CCN(C(=O)c2ccco2)CC1 (some centres not stated)	-1	-5.8	i	1	-8	0.4	-2	4	0	-0.3
NC(=NC1CCCCC1)c1ccc(Cl)cc1	-6	-0.8	i	0	-6	1.4	-2	2	-2	-1.0
C=CC1=C2C=C(C3CC3)N(CCCN(CC)CC)C=C2C(=O)C(C)(OC(=O)c2ccco2)C1=O (configuration not stated)	-11	-0.6	i	-28	-2	-0.4	-14	0	3	-0.6
COC(=O)Cn1c(=NC(=O)c2ccc(Cl)s2)sc2cc(C)ccc21	-4	-0.4	i	9	-9	-0.5	19	1	2	-0.3
Fc1cccc(NCCc2c[nH]c3ccccc23)n1	4	1.0	i	5	4	0.2	-4	-1	-1	1.1
Cc1coc(=N)n1CC(=O)c1ccc(Cl)cc1	-4	1.5	i	-2	-7	-1.5	0	-5	4	-0.3
COc1ccc(NC(=O)CC2SC(N3CCCCC3)=NC2=O)cc1OC (configuration not stated)	-5	0.5	i	0	0	-0.3	0	1	-4	-0.3
CCN(CC)CCn1c(N)nc2ccccc21	-7	0.6	i	-1	0	0.2	0	0	1	-0.4
O=C(NCc1ccc(F)cc1)c1cc(C2CCCCN2S(=O)(=O)c2ccccc2)on1 (configuration not stated)	.	-1.2	i	3	1	-0.3	-6	-6	3	-1.0
COc1ccccc1Cn1nnc2c(=O)[nH]c(C3CCN(C(=O)c4ccccc4Cl)CC3)nc21	-7	0.9	i	3	-2	-0.7	-4	1	3	0.1

2 of these compounds, set out differently:
Fc1cccc(NCCc2c[nH]c3ccccc23)n1
  Scp-1 inhibitor = 4
  LMPTP inh = 1.0
  Rpn11 inh = i
  SUMO1 PPI mod = 5
  CSN deneddyl inh = 4
  TbMetRS inhib = 0.2
  DNMT1 inh = -4
  NadD block = -1
  STEP inh = -1
  MsrA inhibitor = 1.1

Cc1coc(=N)n1CC(=O)c1ccc(Cl)cc1
  Scp-1 inhibitor = -4
  LMPTP inh = 1.5
  Rpn11 inh = i
  SUMO1 PPI mod = -2
  CSN deneddyl inh = -7
  TbMetRS inhib = -1.5
  DNMT1 inh = 0
  NadD block = -5
  STEP inh = 4
  MsrA inhibitor = -0.3

Going on with the list.
SMILES	Scp-1 inhibitor	LMPTP inh	Rpn11 inh	SUMO1 PPI mod	CSN deneddyl inh	TbMetRS inhib	DNMT1 inh	NadD block	STEP inh	MsrA inhibitor
COc1ccc(CC(=O)O/N=C(\N)c2ccccn2)cc1OC	-10	-0.8	i	1	2	-0.4	2	-9	-1	0.0
COC(=O)c1ccccc1NC(=O)NCc1c(C)nn(C)c1C	-3	0.4	i	-6	2	0.2	3	2	-2	-0.2
CC(=O)c1ccc(NC(=S)N(CCCN(C)C)Cc2ccccc2)cc1	-8	-4.1	i	1	-3	-0.3	1	-9	-1	0.4
CCOC(=O)c1cc(NC(=O)Nc2ccc(Br)cc2)c(C)nc1C	1	1.0	i	9	-4	0.3	-2	-3	-1	2.7
Cc1cc(Br)cn2c(Cc3ccccc3C(F)(F)F)c(-c3cccc(Br)c3)nc12	.	1.2	.	1	-1	-1.6	.	20	.	0.5
Cc1cc(N2CCOCC2)c(F)cc1C(=O)c1ccccc1	-4	-1.1	i	-3	-4	0.0	2	4	5	1.5
O=C(CN1CCCCCC1)Nc1ccc(S(=O)(=O)N2CCOCC2)cc1	-2	-1.2	i	-5	1	-0.4	3	-8	-2	2.2
O=C(c1cn(Cc2ccccc2)nc1-c1ccc(Cl)cc1)N1CCN(c2ccccn2)CC1	-3	1.4	i	3	-2	-0.8	4	-1	-3	0.2
COc1ccc2c(C)c(C(=O)N3CCN(Cc4ccccc4)CC3)oc2c1	9	-1.5	i	-3	-4	-1.3	0	-9	-1	0.8
CCCNC(=O)C(Cc1ccc(I)cc1)NC(=O)c1ccc2ccccc2n1 (configuration not stated)	2	0.1	i	-10	0	0.5	-3	-2	3	0.3
CCCc1c(O)c2ccccc2n(-c2ccccc2)c1=O	1	-4.2	i	-2	-3	0.4	-1	4	-3	-0.9
CCOc1ccc(N2CC(C(=O)NC3CCCC3)CC2=O)cc1 (configuration not stated)	4	-1.1	i	1	-2	0.2	2	-3	2	1.2
COc1ccc(NCC(=O)Nc2ccccc2C#N)cc1Cl	-11	-1.5	i	2	5	-0.1	-10	0	-1	-1.9
CC(C)c1nnc(SCC(=O)NCc2ccc3c(c2)OCO3)n1C	-30	-0.7	i	-1	2	-0.6	1	-6	-3	1.4
O=C(OCc1cn([C@H]2CN(C(=O)C3CCCCC3)[C@@H](c3ccc(Cl)cc3)C[C@@H]2O)nn1)c1ccccc1	.	2.4	i	0	7	-1.2	-2	2	-1	-1.1
O=c1oc(-c2ccc(Cl)c(Cl)c2)nn1-c1ccc(C(F)(F)F)cn1	-10	-1.9	i	4	-1	-0.1	0	2	4	-0.4
COc1ccc(N(CC(=O)N2CCc3ccccc3C2)S(C)(=O)=O)cc1	-7	-1.0	i	1	4	0.1	-2	-5	1	0.8
CCC(C)(C)NC(=O)CN(C(=O)c1snc(C(N)=O)c1N)c1ccc(OC)c(OC)c1	-8	-0.4	i	-8	-1	-0.2	2	0	-3	0.7
COc1ccccc1NC(=O)CSc1nnc(CNC(=O)COc2ccc(Cl)cc2)o1	-10	-0.6	i	-1	-2	0.1	-2	-1	0	0.0
O=C(O)c1cc(S(=O)(=O)N(Cc2ccccc2)c2ccccc2)ccc1Cl	-16	-3.9	i	4	-1	0.5	2	-2	0	1.0
O=S(=O)(NCc1ccccc1Br)c1ccccc1Br	1	1.1	i	6	-5	-0.3	-3	-7	0	-1.6
Cc1ccc(C(=O)CSc2nnc(-c3ccccc3)o2)cc1	-15	0.5	i	-1	0	-0.1	7	-3	1	1.3
COC(=O)c1sccc1NC(=O)CC1C(=O)NCCN1C(=O)Nc1cc(Cl)ccc1OC (configuration not stated)	-15	-0.8	i	5	1	1.3	-14	4	-2	-0.3
CN1CCc2c(sc3c2c(=O)n(-c2ccccc2)c2nnc(SCc4ccc(Cl)cc4)n32)C1	1	10.0	i	-16	0	-0.5	11	15	3	-0.3
Cc1noc(C)c1S(=O)(=O)N1CCCC(C(=O)NCCc2ccc(Cl)cc2)C1 (configuration not stated)	-5	-0.1	i	-1	-2	0.4	1	3	-2	1.2
COc1cccc(CNc2ccc([N+](=O)[O-])c(NCC(=O)O)n2)c1	-3	-0.7	i	-17	-2	-0.1	-1	-1	-2	1.4
CNc1nc(N)c([N+](=O)[O-])c(NC2CCCCC2)n1	-9	-0.4	i	-5	3	-0.5	0	-5	-2	1.6
COc1cccc(NC(=O)c2cccc(NC(=O)c3ccco3)c2)c1	.	-0.4	i	-2	0	-0.2	-4	2	-4	0.4
Cc1cccc(C)c1OCc1nnc(SCC(=O)NCCc2ccccc2)o1	-18	4.1	i	-3	-5	-0.2	-6	-8	2	-0.1
Cc1ccccc1N(CC(=O)NCC1CCCO1)C(=O)CCC(=O)Nc1nccs1 (configuration not stated)	-4	-0.2	i	-3	0	-0.8	-1	-5	-2	0.0
O=c1cc(CN2CCN(Cc3ccccc3)CC2)c2cc(O)ccc2o1	-11	-1.7	i	-6	8	-0.2	0	-4	0	0.4
O=C(NCc1nc(-c2ccccc2)no1)c1cccs1	-3	-0.1	i	1	-1	-0.1	-2	-6	-1	-0.7
COc1ccc(-c2cn3cccnc3n2)cc1NC(=O)c1cc(OC)c(OC)c(OC)c1	1	0.5	i	-10	3	-0.9	0	2	0	3.6
CN1CCN(NS(=O)(=O)c2ccc(Cl)cc2)CC1	-1	-4.7	i	0	-4	-0.4	2	4	-3	-0.3
O=c1ncn(C2CCCCC2)c(=O)[nH]1	8	1.9	i	0	-1	-0.3	11	4	-1	-1.3
CCN(CC(=O)Nc1cc(C)nn1-c1nc(C)cc(C)n1)Cc1ccccc1	3	-1.3	i	3	1	-0.1	-4	-3	-3	-1.4
Cc1cccc(C(C)C)c1NC(=O)c1cccnc1	3	0.7	i	1	1	-0.2	2	0	-2	1.9
Oc1cccc2c(-c3nn[nH]n3)ccnc12	-10	-0.1	i	9	-4	-0.1	3	-2	3	0.4
COC(=O)C1=CN(c2ccc(F)cc2)C=C(C(=O)OC)C1c1ccc(O)cc1	-3	1.8	i	-17	-1	0.3	-2	-10	2	0.4
Cc1ccc(-c2csc(C(O)c3cccc(Cl)c3)n2)cc1C (configuration not stated)	.	0.9	i	1	3	0.2	2	-6	-2	-0.6
CC(C)(C)OC(=O)N/N=C/c1cc(N=Nc2ccccc2)ccc1O	-12	2.8	i	0	-3	-0.1	1	-1	-2	-0.7
Cc1cc(Cl)ccc1OCC(=O)OCC(=O)Nc1cccnc1Cl	-8	0.4	i	-1	-3	-0.1	1	-5	0	0.3
CC1CCc2nn(CC(=O)N3CCc4ccccc43)cc2C1 (configuration not stated)	-18	-0.9	i	-1	-4	0.7	0	0	-2	-0.4
Cc1cccc(OCC(=O)OCC(=O)Nc2ccc(Cl)cn2)c1	-3	0.0	i	7	2	-0.2	-1	-1	-2	0.8
COc1cc(OC)c(C2N(c3ccccn3)C(=O)C3CCCN32)cc1OC (configuration not stated)	2	-1.9	i	-2	4	-0.7	0	2	3	1.4
